# Assay outcomes as filed in PubChem BioAssay.
# Apaf1 inhib: blocks human Apaf-1 apoptosome activity | O14727 | inhibition, % at 20 µM | reconstituted apoptosome caspase-3 activity, DEVD-Rh110 fluorescence | 0.71% of 330,000 active; active means inhibition of at least 40% at 20 µM;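 further: plate controls were DMSO wells for no effect and DEVD-CHO caspase inhibitor wells for full effect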
#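 System – cell-free apoptosome with Apaf-1, procaspase-3 and caspase-9 · Buffer or medium – pH 7.5 Hepes buffer with CHAPS, BSA, DTT · Also added – cytochrome c with DEVD-Rh110 · Times – 30 min compound preincubation, 50 min activation, room temperature · Technique – Rh110 fluorescence intensity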
# UBC13 polyUb: inhibitors of human UBC13 polyubiquitin chain formation | P61088 | 0.47% of 330,000 active | inhibition, % at 20 µM | TR-FRET; in the data active means inhibition above about 45%, passing the limit was not always enough
# Target sequence (P61088 whole entry, looked up): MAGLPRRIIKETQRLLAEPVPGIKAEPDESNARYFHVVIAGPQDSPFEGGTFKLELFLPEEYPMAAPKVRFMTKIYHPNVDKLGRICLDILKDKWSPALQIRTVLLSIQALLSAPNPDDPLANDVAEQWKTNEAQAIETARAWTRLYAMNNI
# SENP8 inh: SENP8 protease inhibition. inhibition, % at 10 µM. Q96LD8. purified SENP8, Z-RLRGG-aminoluciferin cleavage, luminescence. 1.2% of 330,000 active
# Target sequence (Q96LD8 whole entry, looked up): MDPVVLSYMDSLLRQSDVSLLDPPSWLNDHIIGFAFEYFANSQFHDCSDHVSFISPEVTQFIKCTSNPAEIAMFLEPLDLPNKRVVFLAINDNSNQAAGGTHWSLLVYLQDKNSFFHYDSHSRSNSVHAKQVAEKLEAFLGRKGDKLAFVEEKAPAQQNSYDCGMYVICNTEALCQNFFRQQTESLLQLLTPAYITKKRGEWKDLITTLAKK
# SENP7 inh: blocks the human protease SENP7 | inhibition, % at 5 µM | 1.5% of 330,000 active | recombinant SENP7, Z-RLRGG-aminoluciferin luminescence, 40 min | Q9BQF6;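 active means inhibition above about 50% at the single test dose, limit read from the data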;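 further: plate controls were DMSO with enzyme for no effect and no enzyme buffer wells for full effect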
# Target sequence (Q9BQF6 706-1050 limits assumed): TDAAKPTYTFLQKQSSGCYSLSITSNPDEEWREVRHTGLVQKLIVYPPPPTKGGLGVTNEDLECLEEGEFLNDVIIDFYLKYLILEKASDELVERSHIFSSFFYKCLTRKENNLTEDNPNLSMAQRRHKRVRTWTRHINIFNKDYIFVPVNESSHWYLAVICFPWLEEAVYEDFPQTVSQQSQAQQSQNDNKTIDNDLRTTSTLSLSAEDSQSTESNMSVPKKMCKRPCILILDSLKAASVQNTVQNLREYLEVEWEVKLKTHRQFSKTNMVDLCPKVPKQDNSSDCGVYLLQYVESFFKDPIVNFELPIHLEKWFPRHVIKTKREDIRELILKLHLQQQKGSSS
# 697 NFkB inh: lowers PMA/ionomycin-induced NF-kB signal in 697 B cells. 697 B-cell NF-kB luciferase reporter, 16 h. inhibition, % at 4 µM. 0.33% of 330,000 active; in the data active means inhibition above about 35%
# Jurkat NFkB inh: inhibitors of the PMA/ionomycin-induced NF-kB reporter in Jurkat cells; PMA/ionomycin-induced NF-kB luciferase reporter, luminescence; inhibition, % at 4 µM; 0.53% of 330,000 active
# Gli-Sufu antag: blocks Gli-Sufu signaling in a luciferase reporter. AID 588413. Sufu-KO-LIGHT fibroblasts, Gli luciferase reporter luminescence. 0.74% of 340,000 active. inhibition, % at 5 µM;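 active means inhibition above about 55%, limit read from the data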;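 further: 0% = DMSO-treated cells and 100% = wells with medium but no cells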
# HKDC1 inhibitor: HKDC1 (human) hexokinase inhibition; 0.16% of 340,000 active; AID 493160; inhibition, % at 20 µM; Q2TB90; recombinant HKDC1, G6PDH/diaphorase resazurin coupled fluorescence;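 active means inhibition above about 35% when tested at 20 µM, limit read from the data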;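 further: plate controls were DMSO wells with enzyme for no effect and DMSO wells lacking enzyme for full effect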
#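 Test system: Recombinant HKDC1 (HK5) hexokinase enzyme, produced in-house | Input: HKDC1 at 5 µg/mL | Buffer or medium: Tris pH 8.0 buffer with MgCl2, Tween-20, BSA, BME | Schedule: 90 min reaction incubation at room temperature, dark | Technique: Resazurin-to-resorufin fluorescence via G6PDH and diaphorase coupling, 525/613 nm | Controls: DMSO wells with and without enzyme mix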
# Active calls of the source: *; x = not tested or not shown. Unless noted, no stated cut-off is given here; in the data, active means inhibition above about 50%; inactive means the rest.
SMILES,Apaf1 inhib,UBC13 polyUb,SENP8 inh,SENP7 inh,697 NFkB inh,Jurkat NFkB inh,Gli-Sufu antag,HKDC1 inhibitor
Cc1ccc(SCCC(=O)OCC(=O)Nc2ncc(Cl)cc2Cl)cc1,12,-11,12,4,5,1,-1,17
CC(C)COc1ccc(C(=O)OC2CC(C)(C)OCC2CN(C)C)cc1 (configuration not stated),17,12,-9,-3,-11,0,7,-4
CCOC(=O)C1CCN(C(=O)/C=C/c2ccccc2)CC1,-2,10,6,7,-59,-35,-49,-7
COCC1=C(C(=O)OC)C(c2cccs2)n2ncnc2N1 (configuration not stated),-8,-2,-6,-3,8,-9,8,-5
COC(=O)c1sccc1NC(=O)c1ccccc1F,2,12,1,3,14,-8,-2,2
COc1cccc(-c2csc(N3CCN(CC(=O)NNC(=O)c4ccco4)CC3)n2)c1,-1,8,2,0,8,17,-1,-2
O=C(COc1ccccc1Cl)Nc1nnc(S(=O)(=O)N2CCCC2)s1,13,-8,-11,-23,-2,-12,1,1
c1ccc(CNc2nc(N3CCOCC3)nc(N3CCOCC3)n2)cc1,3,2,-1,6,-13,-1,6,-11
Cn1c(=O)n(C)c2cc(S(=O)(=O)NCc3ccco3)ccc21,7,-4,-7,-9,9,-3,-8,-2
COc1cc(CN2CCC(CCC(=O)NC3CC3)CC2)cc(Cl)c1OC,-2,-2,-8,-3,17,9,-5,-3
CCC(=O)N1CCc2cc(S(=O)(=O)CCC(=O)Nc3cccc(C)n3)ccc21,-6,7,1,6,-1,8,-3,-11
CCOC(=O)c1sc2nc(C)n(CC(=O)NCC3CCCO3)c(=O)c2c1C (configuration not stated),-10,0,4,4,10,9,0,-3
CCOc1cc(/C=N\NC(=O)Cn2nnc3ccccc32)ccc1O,-12,-8,7,1,2,5,-3,-8
COc1ccc2c(c1)CCc1c-2n[nH]c1C(=O)O,-8,-10,1,0,-20,-6,-3,-2
CCOC(=O)CSc1cn2c(n1)CCC2,-20,3,1,-1,10,-9,1,-11
COc1ccc(-c2cc(C)no2)cc1S(=O)(=O)N1CCCN(Cc2ccc(F)cc2)C1,7,-6,12,0,-36,8,32,-1
CC(C)(C)Cc1nc(-c2ccccn2)no1,0,7,-12,-13,-32,-42,-8,-3
COc1cccc(CN(C)C(=O)CN2C(=O)NC3(CCCc4ccccc43)C2=O)c1 (configuration not stated),16,2,-4,0,-12,-8,3,-2
CCc1ccccc1NC(=O)NC1CCCCCCC1,-1,11,0,5,21,11,13,-1
CCC(=O)N1CCc2cc(Br)cc(S(=O)(=O)N3CCCCC3CC)c21 (configuration not stated),13,7,-2,1,2,-13,-1,5
[O-]/[N+](=C\c1ccc(OC(F)F)cc1)c1ccccc1,-7,-3,-22,1,5,-3,3,8
Cc1cc(C(=O)NNC(=O)c2ccc(Cl)c(S(N)(=O)=O)c2)c(C)o1,-1,-9,-7,0,9,0,-2,-4
CCN1C(=O)[C@H]2[C@@H](c3ccc(-c4ccc(Cl)c(Cl)c4)c(OC)c3)N3CCCC[C@@]3(C(=O)OC)[C@H]2C1=O,25,-1,-2,5,7,5,-8,1
CC(C)CCNC(=O)NC(=O)CN1C(=O)NC2(CCCCC2)C1=O,5,4,1,2,-3,4,4,-1
O=C(CN1CCCC1)N1CCCc2ccccc21,15,-2,-11,-6,8,-15,6,-15
CCOC(=O)c1sc(-c2ccc(C(F)(F)F)cc2)nc1O,5,8,-2,5,8,14,-4,-5
Cn1cnnc1SCC(=O)Nc1ccccc1C(=O)NC1CCCC1,-4,1,8,1,-2,-15,6,2
CC(C)[C@H](NC(=O)c1ccco1)C(=O)OCC(=O)Nc1ccccc1OC(F)F,-1,-24,-2,-3,14,-10,-2,-2
Cc1ccc(S(=O)(=O)N2[C@@H](c3ccc(F)cc3)C(C(=O)O)=CC[C@H]2c2cccc(C)c2)cc1,7,-22,2,-8,20,4,-4,6
O=C(C(=O)N1CCCc2ccccc21)N1CCCc2ccccc21,-8,3,6,0,14,-5,-5,-10
COc1ccccc1NC(=O)c1ccc(C(=O)Nc2ccccc2OC)nc1,6,-4,-1,3,-4,7,4,-4
COCCN(C(=O)CCCC(=O)Nc1ccccn1)C(C(=O)NC1CCCC1)c1ccc(C)cc1 (configuration not stated),-2,5,-1,-6,3,-9,-5,-6
CC1CCN(CCCNC(=O)CN2C(=O)CSc3ccc(S(=O)(=O)N4CCOCC4)cc32)CC1,3,4,-6,0,4,1,-5,1
Cc1ccccc1NS(=O)(=O)c1cc(C(=O)N2CCCC2)ccc1C,-11,5,-2,-10,14,-7,4,-1
Cc1ccc(NC(=O)CN2C(=S)NC(C)(C)CC2C)cc1Cl (configuration not stated),-2,-7,-3,9,1,10,-1,-3
Cc1c(NC2(c3nnnn3-c3ccc(Br)cc3)CCCCC2)c(=O)n(-c2ccccc2)n1C,10,7,1,3,-4,-5,25,3

# Another view of part of the listing above:
smiles: CCOC(=O)c1sc2nc(C)n(CC(=O)NCC3CCCO3)c(=O)c2c1C (configuration not stated)
  Apaf1 inhib: -10
  UBC13 polyUb: 0
  SENP8 inh: 4
  SENP7 inh: 4
  697 NFkB inh: 10
  Jurkat NFkB inh: 9
  Gli-Sufu antag: 0
  HKDC1 inhibitor: -3

smiles: CCOc1cc(/C=N\NC(=O)Cn2nnc3ccccc32)ccc1O
  Apaf1 inhib: -12
  UBC13 polyUb: -8
  SENP8 inh: 7
  SENP7 inh: 1
  697 NFkB inh: 2
  Jurkat NFkB inh: 5
  Gli-Sufu antag: -3
  HKDC1 inhibitor: -8

smiles: COc1ccc2c(c1)CCc1c-2n[nH]c1C(=O)O
  Apaf1 inhib: -8
  UBC13 polyUb: -10
  SENP8 inh: 1
  SENP7 inh: 0
  697 NFkB inh: -20
  Jurkat NFkB inh: -6
  Gli-Sufu antag: -3
  HKDC1 inhibitor: -2

smiles: CCOC(=O)CSc1cn2c(n1)CCC2
  Apaf1 inhib: -20
  UBC13 polyUb: 3
  SENP8 inh: 1
  SENP7 inh: -1
  697 NFkB inh: 10
  Jurkat NFkB inh: -9
  Gli-Sufu antag: 1
  HKDC1 inhibitor: -11

# (more compounds)
SMILES,Apaf1 inhib,UBC13 polyUb,SENP8 inh,SENP7 inh,697 NFkB inh,Jurkat NFkB inh,Gli-Sufu antag,HKDC1 inhibitor
O=C(OCc1ccc2c(c1)OCO2)c1cccc(S(=O)(=O)N2CCCCC2)c1,14,-7,-14,-4,6,-12,-1,-5
COc1cccc(NCCC(=O)c2cccc([N+](=O)[O-])c2)c1,-7,-10,-5,13,-27,-51,x,5
CCC(CC)C(=O)Nc1ccc(C)cc1O,-5,2,2,6,-14,24,-11,2
CC1(C)Cc2nc3sc(C(=O)O)c(N)c3cc2CS1,17,-16,-1,0,22,-7,x,x
Cc1cccc(NC(=O)c2sccc2-n2cccc2)c1C,8,-7,10,-1,-1,-16,-17,-1
COc1cc(Cl)c(CC(=O)c2c[nH]c3ccccc23)cc1OC,3,-3,-7,-5,-26,-1,3,-1
Nc1nc(NCc2ccccc2)nc(NCc2ccccc2)c1[N+](=O)[O-],-6,-9,-11,-2,-13,7,19,-1
CC(C)c1ccc(C(=O)NNC(=O)C2C3CCC(C3)C2C(=O)O)cc1 (configuration not stated),2,3,4,6,-113,-133,x,x
O=C(CCS(=O)(=O)c1ccc(Br)cc1)Nc1ccc(Br)cc1F,2,-6,-6,2,19,12,6,-4
CCS(=O)(=O)N1CCC(NC(=O)c2ccco2)CC1,-4,1,1,3,21,-5,-1,1
COc1cccc(CNC(=O)C2CCCN(S(=O)(=O)c3ccc4c(c3)C(C)(C)C(=O)N4C)C2)c1 (configuration not stated),18,8,-13,-10,-10,0,10,-1
Cc1ccnc(NC(NC(=O)C(C)C)(C(F)(F)F)C(F)(F)F)c1,-1,0,1,2,-17,5,3,-10
COc1ccc2c(c1)[C@H]1[C@H](CO2)[C@H](c2ccccc2)[C@]2(C)C(=O)Nc3ccc(C)cc3C(=O)N12,16,-22,-7,-11,-10,7,-4,1
CCc1ccc(NC(=O)COC(=O)CN2C(=O)COc3ccccc32)cc1,5,3,2,5,3,-1,1,-5
CC(=O)Nc1ccc(S(=O)(=O)N(C)CC(=O)NNC(=O)c2cccs2)cc1,3,-5,-11,-3,11,6,3,-1
c1ccn2c(Cc3nnc4ccccn34)nnc2c1,-14,-2,2,5,6,-21,28,-6
O=S(=O)(Nc1ccccc1N1CCCCC1)c1cccs1,-10,1,-8,13,-5,-5,-9,-2
Cc1cc(C(=O)N/N=C/c2cccs2)n[nH]1,-1,-10,-18,-7,-41,-41,-39,-6
Cc1nc(N)sc1N=Nc1ccc(F)cc1,2,-7,13,12,-65,-55,-46,11
Cn1c(=O)cc(C(=O)N/N=C/c2ccc(F)cc2)[nH]c1=O,2,-11,-6,9,5,-12,8,1
O=S(=O)(NC1CCN(Cc2ccccc2)CC1)c1cccc(S(=O)(=O)N2CCOCC2)c1,11,9,-1,4,16,-5,-2,2
O=C(NC(=S)Nc1ccccc1Br)C1CCCCC1,16,13,3,6,-35,-2,-29,1
O=C(COc1ccc(S(=O)(=O)N2CCCC2)cc1Cl)NC1CC1,7,-22,-4,-5,-22,-4,0,7
Cc1ccc(C(=O)NC2(O)C(=O)c3ccccc3C2=O)cc1C,97*,-39,64*,60*,9,16,-5,-11

# The list goes on; the last two above are carried over.
SMILES,Apaf1 inhib,UBC13 polyUb,SENP8 inh,SENP7 inh,697 NFkB inh,Jurkat NFkB inh,Gli-Sufu antag,HKDC1 inhibitor
O=C(COc1ccc(S(=O)(=O)N2CCCC2)cc1Cl)NC1CC1,7,-22,-4,-5,-22,-4,0,7
Cc1ccc(C(=O)NC2(O)C(=O)c3ccccc3C2=O)cc1C,97*,-39,64*,60*,9,16,-5,-11
O=C(c1cccc(S(=O)(=O)N2CCCC2)c1)N1CCOCC1,-7,3,-2,1,14,-5,4,-6
O=C(COc1ccc2c(-c3ccccc3)cc(=O)oc2c1)N[C@H](Cc1c[nH]c2ccccc12)C(=O)O,0,-8,-8,11,10,-1,-3,3
O=C(Cn1cnc([N+](=O)[O-])n1)N/N=C/c1cccc2ccccc12,1,-6,5,2,9,-2,-7,-3
CCC(CC)C1C(C#N)=C(N)Oc2n[nH]c(-c3ccccc3)c21 (configuration not stated),2,-1,-4,-6,-53,8,0,17
CC(C)N1CC(C(=O)O)CC1=O (configuration not stated),-6,-3,4,-12,11,-6,8,-6
O=C(Nc1ccc(OCC(=O)N2CCOCC2)cc1)c1ccccc1Cl,-8,4,0,1,-6,2,-49,-2
N=C1/C(=C\c2ccc(SCc3ccccc3)o2)C(=O)N=C2SC=NN12,0,-6,0,1,11,8,-4,5
CCOC(=O)CN(c1ccccn1)S(=O)(=O)c1ccc(OC)cc1,-10,6,-2,5,19,3,-7,6
CCOC(=O)c1[nH]c(C)c(C(=O)N2CCc3ccccc32)c1C,6,-3,-9,-12,-6,48,48,-4
COc1ccc(OC)c(NC(=O)c2cnn(-c3ccccc3)c2C)c1,9,-5,2,6,-19,-6,-11,-6
CC(=O)Oc1ccccc1C1C[C@]2(C)CC(=O)NC2N1C(C)=O (some centres not stated),-11,11,-6,1,11,2,-7,-10
CCOc1ccccc1N(CC(=O)N1CCC(C(N)=O)CC1)S(=O)(=O)c1ccc(SC)cc1,-4,-7,-10,15,-12,4,-6,-4
CCOC(=O)CNC1CC(=O)N(c2ccc(Br)cc2)C1=O (configuration not stated),-3,-4,8,1,-11,-6,77*,1
O=C(OCC(=O)c1ccc[nH]1)c1ccc(Br)cc1,10,-10,-1,0,-6,2,-10,-1
CN(C)c1ccc(C2Nc3ccccc3C(=O)N2NS(C)(=O)=O)cc1 (configuration not stated),-2,4,-4,11,-15,0,-5,-1
CN1C(=O)N(C)C2(c3ccccc3)Nn3c(s/c(=C/c4ccccc4F)c3=O)=NC12c1ccccc1 (configuration not stated),2,-7,-5,13,11,6,x,x
O=C(O/N=C1\CCCc2ccccc21)c1cccs1,18,-3,86*,91*,4,-10,0,1
COC(=O)CC(c1ccc(C#N)cc1)n1c(C)ccc1C (configuration not stated),-6,-12,-5,-5,-26,-2,20,3
O=C(CNc1cccc2ccccc12)N/N=C/C(Br)=C/c1ccccc1,65*,-51,56*,39,-129,49,1,6
